NTR1 agonist: NTR1-driven beta-arrestin-GFP spot formation – imaging, U2OS cells, high content, primary screen (AID 493036) | agonist mode | 330,000 tested, 0.17% active | activation, % at 20 µM | P30989;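 active = activation at or above 40% of the spot to cytoplasm intensity ratio, with at least 20 cells analyzed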;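 also: 0% = DMSO without peptide and 100% = 100 nM NTR1 peptide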
Target sequence (P30989 whole entry, looked up): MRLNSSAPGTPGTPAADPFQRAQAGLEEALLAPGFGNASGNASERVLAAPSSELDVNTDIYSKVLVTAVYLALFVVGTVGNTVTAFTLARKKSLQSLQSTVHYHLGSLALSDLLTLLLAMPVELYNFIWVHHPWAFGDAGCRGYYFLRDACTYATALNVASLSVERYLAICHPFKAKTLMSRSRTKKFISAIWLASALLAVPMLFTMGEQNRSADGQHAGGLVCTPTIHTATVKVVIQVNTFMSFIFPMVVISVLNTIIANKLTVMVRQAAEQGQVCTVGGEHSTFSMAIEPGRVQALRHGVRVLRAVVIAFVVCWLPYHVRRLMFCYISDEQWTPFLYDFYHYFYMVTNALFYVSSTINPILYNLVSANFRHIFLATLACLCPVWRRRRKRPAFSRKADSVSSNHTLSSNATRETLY
UTI89 phage lysis: inhibition of K1F phage lysis, E. coli UTI89, bacterial capsule biogenesis inhibitors, alamar blue (AID 488966) | E. coli UTI89 K1F phage lysis, alamar blue, 2 h; higher % means a stronger effect | 340,000 tested, 0.02% active | inhibition, % at 100 µM, or IC50 in µM where a hit was titrated;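 active = phage lysis inhibition, versus mean bacterial control, above a set limit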;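 also: capsule biogenesis inhibitors block K1F phage lysis so surviving cells raise fluorescence; higher fluorescence means more inhibition of phage lysis; actives were called in the ten point dose series up to 300 µM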
NS5 inhibitors: flavivirus cap methylation enzyme inhibition – biochemical, confirmation dose response, primary screen (AID 588689) | Dengue-2 NS5 methyltransferase capping enzyme assay, biochemical; higher % means a stronger effect | inhibition, % at 25 µM, or IC50 in µM where a hit was titrated | 340,000 tested, 0.3% active; in the data active = a potency from the dose series
NTR1 agonist cell count 20 µM: recorded beside NTR1 agonist, whose call it bears; cell count; measured here: cell count, cytotoxicity flag
NS5 inhibitors pilot replicate: also measured in NS5 inhibitors; calls as there; inhibition, %; measured here: pilot screen replicate inhibition
* marks the source's active call; other numbers are inactive results; [ ] = remark or other dose. The list is partial, so the mix of outcomes need not match the whole.

Results for C[C@@H]1CN([C@@H](C)CO)C(=O)c2cccc(NS(=O)(=O)c3ccc(F)cc3)c2O[C@H]1CN(C)C(=O)NC1CCCCC1 ?
NTR1 agonist: 0.4; UTI89 phage lysis: -0.1%; NS5 inhibitors: 1%; NTR1 agonist cell count 20 µM: 60

What do the screens show for `COc1ccc2c(c1)OC[C@H]1[C@H]2N2C(=O)CN(Cc3ccco3)C(=O)[C@@]2(C)[C@H]1c1ccccc1`?
NTR1 agonist: 1.3; UTI89 phage lysis: 0.0%; NS5 inhibitors: 4%; NTR1 agonist cell count 20 µM: 45

Results for COc1ccc(Cl)cc1NC(=O)CN(C)C(=O)c1ccc(C)s1 ?
NTR1 agonist: -0.7; UTI89 phage lysis: 1.2%[50 µM]; NS5 inhibitors: 3%; NTR1 agonist cell count 20 µM: 50

Results for CCN(CC(=O)NC1CCS(=O)(=O)C1)C(=O)c1ccc(S(=O)(=O)N(CC)CC)cc1 (configuration not stated) ?
NTR1 agonist: 2.7; UTI89 phage lysis: 0.7%[50 µM]; NS5 inhibitors: 2%; NTR1 agonist cell count 20 µM: 72

How did CCOc1ccc(CCNC(=O)Cc2ccc(S(=O)(=O)N3CCOCC3)s2)cc1OCC do in these assays?
NTR1 agonist: -0.8; UTI89 phage lysis: 1.1%[50 µM]; NS5 inhibitors: -4%; NTR1 agonist cell count 20 µM: 68

How did COc1ccc(NC(=O)CN(C)C(=O)c2cc(-c3ccco3)nc3ccccc23)cc1 do in these assays?
NTR1 agonist: 0.1; UTI89 phage lysis: 1.3%[50 µM]; NS5 inhibitors: -3%; NTR1 agonist cell count 20 µM: 76

Results for CC(OC(=O)c1ccc(S(=O)(=O)NCc2ccco2)cc1)C(=O)Nc1ccccc1 (configuration not stated) ?
NTR1 agonist: -1.1; UTI89 phage lysis: -1.1%; NS5 inhibitors: -8%; NTR1 agonist cell count 20 µM: 61

Results for O=c1c(O[C@H]2O[C@@H](CO)[C@H](O)[C@@H](O)[C@@H]2O)c(-c2ccc(O)cc2)oc2cc(O)cc(O)c12 ?
NTR1 agonist: -0.3; UTI89 phage lysis: 0.4%; NS5 inhibitors: 3%; NTR1 agonist cell count 20 µM: 57

How did C#CCOCCOCCOCCNc1nc(N2CCN(C(=O)CCCCCCCCCCNC(=O)Cn3cc(C[C@@H](C)O)nn3)CC2)nc(N2CCN(C(=O)CCCCCCCCCCNC(=O)[C@H](CCCN=C(N)N)n3cc(C[C@@H](C)CC)nn3)CC2)n1 do in these assays?
NTR1 agonist: -0.7; UTI89 phage lysis: 0.6%; NS5 inhibitors: -6%; NTR1 agonist cell count 20 µM: 95

How did CCOC(=O)c1c(NC(=O)COC(=O)Cc2c[nH]c3ccccc23)sc(C(=O)N(C)C)c1C do in these assays?
NTR1 agonist: 5.1; UTI89 phage lysis: -0.6%[50 µM]; NS5 inhibitors: -9%; NTR1 agonist cell count 20 µM: 65

What do the screens show for `COC(=O)[C@]1(Cc2ccccc2)N[C@H](CN(C)C(=O)c2ccc(C)cc2)[C@@H]2C(=O)N(Cc3ccccc3)C(=O)[C@@H]21`?
NTR1 agonist: 0.9; UTI89 phage lysis: 0.3%; NS5 inhibitors: -1%; NTR1 agonist cell count 20 µM: 64; NS5 inhibitors pilot replicate: -3.3

Results for Cc1cc(NC(=O)COC(=O)c2cc(S(=O)(=O)N(C)C)ccc2Cl)no1 ?
NTR1 agonist: 2.7; UTI89 phage lysis: 0.6%[50 µM]; NS5 inhibitors: -5%; NTR1 agonist cell count 20 µM: 53

How did Cc1cc(C)n(CC(=O)NNC(=O)CCNC(=O)c2ccccc2Cl)n1 do in these assays?
NTR1 agonist: -0.7; UTI89 phage lysis: 0.5%[50 µM]; NS5 inhibitors: 1%; NTR1 agonist cell count 20 µM: 69

What do the screens show for `Cc1ccc(C)c(S(=O)(=O)N2CCN(c3ncnc4sccc34)CC2)c1`?
NTR1 agonist: 2.3; UTI89 phage lysis: -0.5%[50 µM]; NS5 inhibitors: -9%; NTR1 agonist cell count 20 µM: 67

How did Cc1ccc(NC(=O)CCN2C(=O)c3ccccc3S2(=O)=O)cc1F do in these assays?
NTR1 agonist: 0.6; UTI89 phage lysis: 1.0%[50 µM]; NS5 inhibitors: -2%; NTR1 agonist cell count 20 µM: 71

Results for CCCCNc1c(-c2ccc(OC)c(Sc3ccc(OC)cc3)c2)nc2ccc(Cl)cn12 ?
NTR1 agonist: 3.2; UTI89 phage lysis: 0.8%; NS5 inhibitors: -4%; NTR1 agonist cell count 20 µM: 52

What do the screens show for `CCNc1nc(NCC)n2c(SCC(=O)Nc3cc(Cl)ccc3OC)nnc2n1`?
NTR1 agonist: 1.4; UTI89 phage lysis: 1.2%[50 µM]; NS5 inhibitors: -7%; NTR1 agonist cell count 20 µM: 81

How did CN(c1ccccc1)S(=O)(=O)c1ccc(NC(=O)c2ccc(F)cc2)cc1 do in these assays?
NTR1 agonist: 2.8; UTI89 phage lysis: 0.5%; NS5 inhibitors: -8%; NTR1 agonist cell count 20 µM: 57

How did COc1cc(N)c(Cl)cc1C(=O)OCC(=O)NCC1CCCCC1 do in these assays?
NTR1 agonist: -0.3; UTI89 phage lysis: -3.9%; NS5 inhibitors: 2%; NTR1 agonist cell count 20 µM: 46

How did O=S(=O)(c1cccc(F)c1)N1CCN(c2ncnc3scc(-c4ccc(F)cc4)c23)CC1 do in these assays?
NTR1 agonist: 7.5; UTI89 phage lysis: 0.6%[50 µM]; NS5 inhibitors: -1%; NTR1 agonist cell count 20 µM: 64

Quoted from above for reference:
What do the screens show for `Cc1ccc(C)c(S(=O)(=O)N2CCN(c3ncnc4sccc34)CC2)c1`?
NTR1 agonist: 2.3; UTI89 phage lysis: -0.5%[50 µM]; NS5 inhibitors: -9%; NTR1 agonist cell count 20 µM: 67

How did Cc1ccc(NC(=O)CCN2C(=O)c3ccccc3S2(=O)=O)cc1F do in these assays?
NTR1 agonist: 0.6; UTI89 phage lysis: 1.0%[50 µM]; NS5 inhibitors: -2%; NTR1 agonist cell count 20 µM: 71

Results for CCCCNc1c(-c2ccc(OC)c(Sc3ccc(OC)cc3)c2)nc2ccc(Cl)cn12 ?
NTR1 agonist: 3.2; UTI89 phage lysis: 0.8%; NS5 inhibitors: -4%; NTR1 agonist cell count 20 µM: 52

What do the screens show for `CCNc1nc(NCC)n2c(SCC(=O)Nc3cc(Cl)ccc3OC)nnc2n1`?
NTR1 agonist: 1.4; UTI89 phage lysis: 1.2%[50 µM]; NS5 inhibitors: -7%; NTR1 agonist cell count 20 µM: 81

How did CN(c1ccccc1)S(=O)(=O)c1ccc(NC(=O)c2ccc(F)cc2)cc1 do in these assays?
NTR1 agonist: 2.8; UTI89 phage lysis: 0.5%; NS5 inhibitors: -8%; NTR1 agonist cell count 20 µM: 57

How did COc1cc(N)c(Cl)cc1C(=O)OCC(=O)NCC1CCCCC1 do in these assays?
NTR1 agonist: -0.3; UTI89 phage lysis: -3.9%; NS5 inhibitors: 2%; NTR1 agonist cell count 20 µM: 46

How did O=S(=O)(c1cccc(F)c1)N1CCN(c2ncnc3scc(-c4ccc(F)cc4)c23)CC1 do in these assays?
NTR1 agonist: 7.5; UTI89 phage lysis: 0.6%[50 µM]; NS5 inhibitors: -1%; NTR1 agonist cell count 20 µM: 64

(listing goes on)
Results for COc1ccc(S(=O)(=O)N(C)C[C@H]2Oc3ccc(NC(=O)Cc4cn(C)c5ccccc45)cc3C(=O)N([C@@H](C)CO)C[C@@H]2C)cc1 ?
NTR1 agonist: -0.2; UTI89 phage lysis: 0.7%; NS5 inhibitors: -6%; NTR1 agonist cell count 20 µM: 50

How did Cc1ccc(C(=O)NCC(=O)Nc2ccc3c(c2)CCC3)cc1 do in these assays?
NTR1 agonist: 0.5; UTI89 phage lysis: -1.1%; NS5 inhibitors: 4%; NTR1 agonist cell count 20 µM: 72

What do the screens show for `Cc1cc(C)cc(C(=O)NCC(=O)NNC(=O)CSc2ccccc2F)c1`?
NTR1 agonist: -0.8; UTI89 phage lysis: 0.6%[50 µM]; NS5 inhibitors: -7%; NTR1 agonist cell count 20 µM: 64

Results for COC(=O)C1=C(C)N(CCCC(=O)O)C(=O)NC1c1cccc(Cl)c1Cl (configuration not stated) ?
NTR1 agonist: 3.2; UTI89 phage lysis: 1.4%; NS5 inhibitors: -4%; NTR1 agonist cell count 20 µM: 83

Results for CCOc1ccc(C(=O)NCC(=O)N2CC=C(c3ccccc3)CC2)cc1OCC ?
NTR1 agonist: 2.5; UTI89 phage lysis: -0.7%[50 µM]; NS5 inhibitors: 5%; NTR1 agonist cell count 20 µM: 57

How did COc1ccc(CC(=O)Nc2nccs2)cc1S(=O)(=O)N1CCOCC1 do in these assays?
NTR1 agonist: 1.5; UTI89 phage lysis: 0.3%[50 µM]; NS5 inhibitors: -11%; NTR1 agonist cell count 20 µM: 56

Results for NC[C@H](O)c1ccc(O)c(O)c1 ?
NTR1 agonist: 5.1; UTI89 phage lysis: 3.4%; NS5 inhibitors: 1%; NTR1 agonist cell count 20 µM: 67

How did CCOC(=O)C1CCCN(S(=O)(=O)CCNC(=O)c2cccc(OC)c2)C1 (configuration not stated) do in these assays?
NTR1 agonist: 0.6; UTI89 phage lysis: 1.1%[50 µM]; NS5 inhibitors: -4%; NTR1 agonist cell count 20 µM: 87

Results for Cc1nnc(NC(=O)C(C)Sc2nnc(CNC(=O)c3ccccc3F)n2C)s1 (configuration not stated) ?
NTR1 agonist: -0.8; UTI89 phage lysis: 0.1%[50 µM]; NS5 inhibitors: -5%; NTR1 agonist cell count 20 µM: 61

Results for CCOc1ccc(OCCC(=O)N(CC)CC(=O)NCc2ccc(Cl)cc2)cc1 ?
NTR1 agonist: 0.0; UTI89 phage lysis: 0.2%[50 µM]; NS5 inhibitors: -1%; NTR1 agonist cell count 20 µM: 78

Results for COc1cc(/C=C/C(=O)OCC(=O)NCc2ccccc2OC)ccc1O ?
NTR1 agonist: 0.9; UTI89 phage lysis: 1.4%[50 µM]; NS5 inhibitors: -10%; NTR1 agonist cell count 20 µM: 59

What do the screens show for `O=C(CN1C(=O)NC2(CCCCCC2)C1=O)NCCc1ccccc1`?
NTR1 agonist: -1.9; UTI89 phage lysis: -0.3%; NS5 inhibitors: -2%; NTR1 agonist cell count 20 µM: 50

How did N#Cc1ccc(S(=O)(=O)N2CCN(C(=O)[C@@H]3CCCN3C(=O)c3cccs3)CC2)cc1 do in these assays?
NTR1 agonist: 0.6; UTI89 phage lysis: 0.6%[50 µM]; NS5 inhibitors: -2%; NTR1 agonist cell count 20 µM: 68

What do the screens show for `CC(C(=O)Nc1ccc(S(=O)(=O)N2CCCC2)cc1)N1CCCC(C(N)=O)C1` (configuration not stated)?
NTR1 agonist: 0.1; UTI89 phage lysis: 1.2%[50 µM]; NS5 inhibitors: 0%; NTR1 agonist cell count 20 µM: 58

How did COC(=O)C1CSC2c3ccccc3C(=O)N12 (configuration not stated) do in these assays?
NTR1 agonist: -1.0; UTI89 phage lysis: -2.3%; NS5 inhibitors: 0%; NTR1 agonist cell count 20 µM: 47

How did CC1CN(S(=O)(=O)c2cc(C(=O)N(CCc3ccccc3)Cc3ccccc3)ccc2Cl)CC(C)O1 (configuration not stated) do in these assays?
NTR1 agonist: 2.9; UTI89 phage lysis: -1.6%; NS5 inhibitors: -7%; NTR1 agonist cell count 20 µM: 69

Results for COc1ccc(OCC(=O)OCC(=O)NC2CCCCC2C)cc1 (configuration not stated) ?
NTR1 agonist: 0.4; UTI89 phage lysis: 0.1%[50 µM]; NS5 inhibitors: -2%; NTR1 agonist cell count 20 µM: 54

Results for CCCCn1c(SCC(=O)N2CCCC2=O)nc2cc(S(N)(=O)=O)ccc21 ?
NTR1 agonist: 0.1; UTI89 phage lysis: 0.8%[50 µM]; NS5 inhibitors: 3%; NTR1 agonist cell count 20 µM: 66

Results for O=C(COC(=O)c1cncc(Br)c1)NCC12CC3CC(CC(C3)C1)C2 ?
NTR1 agonist: -0.1; UTI89 phage lysis: -1.0%[50 µM]; NS5 inhibitors: -6%; NTR1 agonist cell count 20 µM: 57

Results for Cc1ccnc2nc(C(=O)OCC(=O)NCc3cccc(Cl)c3)nn12 ?
NTR1 agonist: 3.8; UTI89 phage lysis: 1.4%[50 µM]; NS5 inhibitors: -1%; NTR1 agonist cell count 20 µM: 55

How did CN(CC(=O)Nc1cccc(F)c1)C(=O)c1ccc2c(c1)CC(c1ccccc1)OC2=O (configuration not stated) do in these assays?
NTR1 agonist: 3.3; UTI89 phage lysis: 0.1%[50 µM]; NS5 inhibitors: -5%; NTR1 agonist cell count 20 µM: 70

Results for Cc1ccccc1NS(=O)(=O)c1ccc(C(=O)NCC2CCCO2)cc1 (configuration not stated) ?
NTR1 agonist: 1.8; UTI89 phage lysis: 1.2%[50 µM]; NS5 inhibitors: 5%; NTR1 agonist cell count 20 µM: 44

Results for C[C@@H]1COC(=O)[C@H](CC(=O)OC(C)(C)C)C/C=C\C[C@@H](CC(=O)NCCO)C(=O)N1 ?
NTR1 agonist: 0.8; UTI89 phage lysis: -0.6%; NS5 inhibitors: 1%; NTR1 agonist cell count 20 µM: 68

Compound activity as filed in PubChem BioAssay.
